Screens from PubChem BioAssay.
EPAC1 antag: qHTS for Antagonist of cAMP-regulated guanine nucleotide exchange factor 3 (EPAC1): primary screen | actives 0.14% (n = 360,000) | Potency, µM (titrated, usually from 115 µM), without a hit: at the top dose activity change, negative = inhibition, actives largely listed as inhibitors | EPAC1 GEF assay, Rap1b-BODIPY-GDP exchange fluorescence | Rap guanine nucleotide exchange factor 3 (Homo sapiens), O95398;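 note: potency is the fitted concentration of half-maximal effect; plate controls were vehicle for no effect and positive control for full effect; nearly all actives have a fitted effect of over 50% in size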
PLK1 PBD inh: qHTS for Inhibitors of PLK1-PDB (polo-like kinase 1 - polo-box domain): Primary Screen | Serine/threonine-protein kinase PLK1 (Homo sapiens), P53350 | Plk1 PBD binding of FITC phosphopeptide, fluorescence polarization | Potency, µM, for the others: max response, negative = inhibition, most hits filed as inhibitors | actives 2.8% (n = 360,000) | AID 720504, 2013; note: potency is the fitted concentration of half-maximal effect; series mostly up to about 57 µM; % is set by controls: 0 for no effect and ±100 for the full control effect; nearly all actives have a fitted effect of over 65% in size
CCT modulator: High-Throughput Screening for Modulators of Cytosolic Chaperonin Activity. purified chaperonin ATPase assay, HTRF ADP detection, 30 min. activity change, % (test concentration not listed), hits read low. actives 0.3% (n = 360,000). AID 651819, 2012; in the data active = activity change below about -30%; note: % is set by controls: 0 for no effect and ±100 for the full control effect
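We incubate TRiC, 40 or 20 nM final, with library compounds at 76 uM and 10 uM ATP for 30 min at 37 °C. ADP formed is detected with Transcreener HTRF reagents after 30 min at room temperature.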
EPAC2 ag: qHTS for Agonist of cAMP-regulated guanine nucleotide exchange factor 4 (EPAC2): primary screen. Rap guanine nucleotide exchange factor 4 (Homo sapiens), Q8WZA2. EPAC2 activation, biochemical qHTS; response scale: 100% = 6.5 mM cAMP response. Potency, µM (titrated, usually from 154 µM), inactives show at the highest dose activation, most hits filed as activators. actives 0.079% (n = 360,000). AID 720711, 2013; note: potency is the fitted concentration of half-maximal effect; nearly all actives have a fitted effect of over 50% in size
Target sequence (Q8WZA2 whole entry, looked up): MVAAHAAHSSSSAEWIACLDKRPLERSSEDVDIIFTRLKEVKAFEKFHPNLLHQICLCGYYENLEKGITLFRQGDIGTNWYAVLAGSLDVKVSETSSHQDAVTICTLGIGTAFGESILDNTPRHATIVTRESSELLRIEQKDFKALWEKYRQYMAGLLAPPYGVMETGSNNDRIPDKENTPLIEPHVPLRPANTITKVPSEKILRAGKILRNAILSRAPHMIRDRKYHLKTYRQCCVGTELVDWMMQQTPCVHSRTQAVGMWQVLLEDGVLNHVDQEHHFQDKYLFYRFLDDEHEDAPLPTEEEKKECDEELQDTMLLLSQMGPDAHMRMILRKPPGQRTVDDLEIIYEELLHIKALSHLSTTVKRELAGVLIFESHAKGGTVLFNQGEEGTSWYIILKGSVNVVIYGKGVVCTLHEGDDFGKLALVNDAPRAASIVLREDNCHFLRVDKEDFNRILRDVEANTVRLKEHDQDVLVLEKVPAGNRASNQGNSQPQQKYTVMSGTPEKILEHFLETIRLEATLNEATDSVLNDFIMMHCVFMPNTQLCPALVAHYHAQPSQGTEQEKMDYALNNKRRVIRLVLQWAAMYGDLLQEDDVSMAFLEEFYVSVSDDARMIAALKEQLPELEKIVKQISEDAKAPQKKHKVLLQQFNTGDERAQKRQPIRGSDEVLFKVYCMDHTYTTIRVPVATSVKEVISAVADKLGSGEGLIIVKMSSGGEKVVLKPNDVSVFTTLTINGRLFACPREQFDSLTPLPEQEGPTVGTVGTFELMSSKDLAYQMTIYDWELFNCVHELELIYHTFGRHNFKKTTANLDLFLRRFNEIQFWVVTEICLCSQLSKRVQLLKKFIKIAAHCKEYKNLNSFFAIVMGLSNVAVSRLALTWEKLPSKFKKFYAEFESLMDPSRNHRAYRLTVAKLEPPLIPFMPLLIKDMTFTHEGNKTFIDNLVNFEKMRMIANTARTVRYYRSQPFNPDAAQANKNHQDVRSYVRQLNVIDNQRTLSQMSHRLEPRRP
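Fluorescence exchange assay: 100 nM EPAC2 with 250 nM RAP1B-BODIPY-GDP and 50 uM GDP; compounds tested as a concentration-titration series (qHTS). Loss of Rap1-bound BODIPY-GDP fluorescence read at 480/540 nm; data normalized to 6.5 mM cAMP.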
EPAC1 ag: qHTS for Agonist of cAMP-regulated guanine nucleotide exchange factor 3 (EPAC1): primary screen. actives 0.073% (n = 360,000). AID 720707, 2013. Rap guanine nucleotide exchange factor 3 (Homo sapiens), O95398. EPAC1 agonist qHTS, biochemical assay; response scale: 100% = response to 6.5 mM cAMP. Potency, µM (top dose mostly 154 µM), without a hit: at the top dose activation, usual class: activators; note: potency is the fitted concentration of half-maximal effect; nearly all actives have a fitted effect of over 60% in size
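Nucleotide exchange assay: 100 nM EPAC1 with 250 nM Rap1B loaded with BODIPY-GDP and 50 uM GDP, room temperature. Fluorescence (480/540 nm) read every 5 min for 30 min; signal change normalized to 6.5 mM cAMP as full agonist.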
WRN helicase inh: qHTS for Inhibitors of WRN Helicase; Bifunctional 3'-5' exonuclease/ATP-dependent helicase WRN (Homo sapiens), Q14191; WRN helicase unwinding, fluorescent forked duplex, kinetic; Potency, µM (top dose mostly 114 µM), without a hit: at the top dose activity change, negative = inhibition, usual class: inhibitors; actives 0.46% (n = 360,000); AID 651768, 2012; note: potency is the fitted concentration of half-maximal effect; % is set by controls: 0 for no effect and ±100 for the full control effect; nearly all actives have a fitted effect of over 55% in size
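WRN at 20 nM final preincubated with compound 15 min at room temperature; reaction started with 100 nM fluorophore/quencher forked duplex oligonucleotide and 2 mM ATP final. Unwinding followed kinetically by red fluorescence (ex 525, em 598 nm).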
PI5P4Ka inh: qHTS for Inhibitors of phosphatidylinositol 5-phosphate 4-kinase (PI5P4K); PI5P4Kalpha enzyme, ADP-Glo luminescence, 60 min; hits give low values; max response, %; actives 1.2% (n = 330,000); AID 652105, 2013; active = max response of -50% or lower; inconclusive = between -30% and -50%; inactive = -30% or higher; note: value at the top dose of about 77 µM; % is set by controls: 0 for no effect and ±100 for the full control effect
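ADP-Glo luminescence end-point after a 60 min room-temperature kinase reaction. PI5P4Kalpha and substrate in HEPES pH 7.4 buffer with EGTA, 0.1% CHAPS and 5% DMSO; ATP at 5 microM final.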
IL-2 act: qHTS of IL-2 Activators; IL-2 activation reporter assay, cell-based qHTS; stimulated with anti-CD3/CD4/CD28 beads; in transgenic mouse T cells; activation, % (series mostly up to about 46 µM); actives 0.065% (n = 360,000); in the data active = activation above about 50%; inconclusive = mostly about 30% to 49%; note: 0% is about no effect
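Readout is EGFP and DsRed signal by fluorescent plate cytometry after 18 h at 37 degrees C. Transgenic mouse T cells (750/well) received compound for 60 min before bead stimulation (anti-CD3, anti-CD4, anti-CD28); memory T cells served as non-tolerant control.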
Active calls of the source: *; ? = inconclusive; nt = no result given; & = joins results of further samples; [ ] = remark or other dose. Unless noted, calls come from the whole dose curve; as a rule, active = well fitted curve in the direction sought with a large enough effect; inconclusive = small, poorly fitted or top-dose-only effect, or another doubt; inactive = no such curve, though single readings can be large; an effect the other way counts as inactive or inconclusive. This is a subset, so the mix of outcomes need not match the whole.

#	molecule	EPAC2 ag	WRN helicase inh	IL-2 act	EPAC1 ag
1	Cc1ccc(-n2ncc3c(Nc4cccc(C(=O)O)c4)ncnc32)cc1	-1%	-34%	0.0	0%
2	CCc1ccc(C2C(C#N)=C(N)N(N3CCOCC3)C3=C2C(=O)CC(C)(C)C3)s1 (centres undefined)	6%	11%[57.1 µM]	3.1	0%
3	Cc1cc(C(=O)OC(C(=O)Nc2cccc(C(F)(F)F)c2)c2ccccc2)c(C)o1 (centres undefined)	-6%	-14%	1.7	-3%
4	COc1ccc(C2C(C(=O)O)c3ccccc3C(=O)N2Cc2ccco2)cc1 (centres undefined)	11%	-2%	2.1	1%
5	COc1cc2c(cc1OC)CN(C(=O)Nc1ccccc1Cl)CC2	-4%	-11%	1.0	5%
6	O=C(Nc1ccccc1F)Nc1cccc2ccc(O)cc12	-1%	-9%	0.2	9%
7	CCN(CC(=O)Nc1ccccc1C(F)(F)F)C(=O)c1ccc2c(=O)n3c(nc2c1)CCC3	-5%	1%	2.4	2%
8	COc1cc(C(=O)NCCc2ccc(S(=O)(=O)N3CCCC3)cc2)cc(OC)c1OC	7%	1%	-0.6	6%
9	Cc1ccccc1OCC(O)Cn1c(=N)n(CCN2CCOCC2)c2ccccc21 (centres undefined)	8%&4%	5%&-3%	-0.6&-1.5	5%&-11%
10	Cc1ccc(NC(=O)CSc2nnc(-c3cccnc3)n2-c2ccc(C)cc2)cc1	9%	1%	0.0	-4%

#	EPAC1 antag	CCT modulator	PLK1 PBD inh	PI5P4Ka inh
1	-6%	1.0	-19%	nt
2	17%	-1.3	27µM*	3
3	-25%	-2.0	-6%	24
4	7%	0.0	1%	7
5	2%	-0.5	-7%	-14
6	-22%	-1.2	-6%	?
7	-3%	-1.0	4%	-1
8	11%	-2.4	5%	-5
9	-2%&-6%	-1.4&-1.6	-5%&-6%	10&-4
10	-4%	-2.0	3%	-4

The list goes on:
#	molecule	EPAC2 ag	WRN helicase inh	IL-2 act	EPAC1 ag
11	CCn1c(C)nnc1SCC(=O)Nc1ccccc1OC	5%	0%	0.0	7%
12	Cc1cc(=O)oc2cc(OC(C)C(=O)Nc3ccc(N4CCCCC4)cc3)ccc12 (centres undefined)	0%	-29%	2.5	-9%
13	C=CCn1c(O)c(N=NC(=S)Nc2ccccc2F)c2ccccc21	5%	-5%	-0.7	-6%
14	Cn1cc(/C=C2\SC(=O)N(c3ccccc3)C2=O)c2ccccc21	13%	5%	0.5	9%
15	COc1cc(NC(=S)N2CCCCC2C)cc(OC)c1OC (centres undefined)	4%	-7%	-1.7	-6%
16	CCn1c2ccccc2c2nnc(SCC(=O)N3CC(C)OC(C)C3)nc21 (centres undefined)	3%	-4%[57.1 µM]	-0.7	-7%
17	Cc1oc(-c2ccccc2F)nc1CS(=O)CC(=O)NCc1ccccn1 (centres undefined)	12%	0%	-1.6	1%
18	CCCCCCCCN1C(=O)[C@H](CC(=O)N2CCN(C(=O)c3ccco3)CC2)C[C@@]2(C(=O)OC)CC(C)(C)CC=C12	-15%	-14%	0.0	-27%
19	CC(/C=C/c1ccccc1)=N/NC(=O)c1nc2nc(C)cc(C)n2n1	1%	-2%	1.1	8%
20	Fc1cccc(CSc2ccc(-c3ccc4c(c3)OCO4)nn2)c1	-3%	-5%	0.5	-4%

#	EPAC1 antag	CCT modulator	PLK1 PBD inh	PI5P4Ka inh
11	-11%	1.0	8%	2
12	-7%	-0.7	-10%	-12
13	2%	0.4	4%	3
14	-10%	-3.3	-2%	5
15	-12%	1.5	-28%	5
16	12%	1.0	-8%	nt
17	29%	-1.7	?	4
18	-18%	nt	0%	-2
19	7%	0.8	-3%	-2
20	1%	-0.2	-1%	12

Other records follow.
#	molecule	EPAC2 ag	WRN helicase inh	IL-2 act	EPAC1 ag
21	NC(=O)c1ccc(NC(=O)COC(=O)CCC(=O)c2ccc(Cl)cc2)cc1	11%	-1%	1.7	6%
22	COc1cccc(/C=C2\SC(=O)N(CCC(=O)NC3CCS(=O)(=O)C3)C2=O)c1 (centres undefined)	1%	-4%	-3.3	3%
23	Cc1ncc(NS(=O)(=O)c2ccc(N)cc2)nc1C	6%	4%	-0.5	-3%
24	CC1=C(C(=O)OC(C)C)C(c2ccc(C)o2)C(C(=O)OC(C)C)=C(C)N1	-11%	-14%	-3.1	1%
25	O=C1C2C3c4ccccc4C(c4ccccc43)[C@@H]2C(=O)N1c1nc(-c2ccccc2)cs1 (some centres undefined)	8%	0%	-1.5	-8%
26	Cc1c(Cl)c([N+](=O)[O-])nn1CC(=O)N1CCCc2ccccc21	12%	-14%	-0.1	10%
27	Cc1cc(NC(=O)CN2C(=O)NC(CC(C)C)C2=O)no1 (centres undefined)	3%	3%	-0.1	4%
28	O=C(NCCC1=CCCCC1)C1COc2ccccc2O1 (centres undefined)	-16%	0%	0.2	-1%
29	O=S(=O)(Nc1ccc(N2CCCCC2)cc1)c1cccs1	13%	-5%	0.2	13%
30	Cn1cc(CN2CCCC(C(=O)c3cc(F)ccc3F)C2)c2ccccc21 (centres undefined)	2%	4%	-0.6	-8%

#	EPAC1 antag	CCT modulator	PLK1 PBD inh	PI5P4Ka inh
21	1%	0.6	24µM*	-26
22	6%	-2.9	-11%	3
23	-7%	0.6	3%	-7
24	?	-1.4	-3%	0
25	9%	0.2	0%	0
26	18%	-0.6	-23%	-4
27	6%	-1.7	-2%	-4
28	-2%	-0.2	-2%	8
29	-1%	-2.1	-12%	nt
30	10%	0.6	-3%	3

The results go on:
#	molecule	EPAC2 ag	WRN helicase inh	IL-2 act	EPAC1 ag
31	COc1cccc(Cn2nnc(C(=O)Nc3cc(C)ccc3OC)c2N)c1	11%	0%	-2.0	-6%
32	CC(C)CSc1nc(N2CCOCC2)c2c(c1C#N)CC(C)(C)SC2	-5%	-6%	-0.1	5%
33	Nc1ccc(SCc2cccnc2)cc1	7%	-1%	-0.5	3%
34	Fc1cccc(CSc2ncnc3c2ncn3C2CCCCO2)c1 (centres undefined)	6%	-9%	-1.0	-2%
35	CCOc1ccc(CN(C)CC(=O)NNC(=O)c2ccc(Cl)cc2)cc1OC	4%	3%	-2.6	11%
36	O=C(CN1C(=O)NC2(CCCCC2)C1=O)N1CCN(S(=O)(=O)c2ccccc2)CC1	2%	-3%[57.1 µM]	0.0	13%
37	COc1ccc(S(=O)(=O)N2CCN(C(=O)COc3ccc(C)c(C)c3)CC2)cc1OC	-2%	-31%	-4.2	5%
38	CCOc1ccc(S(=O)(=O)N2CCC(C(=O)N3CCc4ccccc4C3)CC2)cc1	5%	-11%	-2.0	-3%
39	CCOC(=O)c1cnc2c(C)c(C)ccc2c1Nc1ccc(S(=O)(=O)Nc2ncccn2)cc1	-14%	-13%[57.1 µM]	1.3	-7%
40	COc1ccccc1NC(=O)NCC(c1ccco1)N1CCCCC1 (centres undefined)	1%	-1%	-0.3	1%

#	EPAC1 antag	CCT modulator	PLK1 PBD inh	PI5P4Ka inh
31	?	-2.5	27µM*	-3
32	-24%	-0.9	?	-7
33	-3%	-0.4	?	-6
34	-4%	-0.2	-2%	1
35	2%	0.4	-20%	-5
36	-22%	1.0	-2%	1
37	8%	-2.0	-7%	-14
38	-3%	-1.9	5%	-2
39	-11%	0.6	-18%	1
40	-4%	-1.3	2%	3

(continued)
#	molecule	EPAC2 ag	WRN helicase inh	IL-2 act	EPAC1 ag
41	COC(=O)c1sccc1NC(=O)c1cc(-c2ccc(C)cc2C)nc2ccccc12	14%	5%	0.2	7%
42	C=CCn1c(SCC#N)nc2c(c1=O)C(C)(C)Cc1ccccc1-2	10%	-12%	-0.3	12%
43	Clc1ccc(-c2nnc3n2CCCS3)cc1	3%	4%	-1.7	10%
44	COc1ccc(C(=O)Nc2ccncc2)c(OC)c1	9%	0%	-0.6	3%
45	Cc1cccc(C)c1NC(=O)NN(C(=O)c1ccccc1)C(C)(C)C	2%	1%	-2.7	-2%
46	COC(=O)Cc1ccc2oc(-c3cccnc3)nc2c1	3%	2%	1.4	-1%
47	O=C(Nc1ccc(Cl)cc1)/C(=C1\CCCN1)[N+](=O)[O-]	-2%	-7%	0.9	-5%
48	CCCn1nnc(NC(=O)c2cc3ccccc3o2)n1	3%	-1%	-2.7	10%
49	CCC1CCCN1Cn1cnc2c([nH]c3ccc(OC)cc32)c1=O (centres undefined)	1%	0%	2.9	13%

#	EPAC1 antag	CCT modulator	PLK1 PBD inh	PI5P4Ka inh
41	21%	-1.5	4%	13
42	-19%	-0.2	-8%	0
43	0%	-2.6	-5%	nt
44	8%	-0.9	-9%	5
45	18%	2.2	-8%	-5
46	3%	0.4	-5%	-6
47	8%	0.4	1%	5
48	-5%	-3.6	-8%	nt
49	-13%	-5.0	-6%	10
